LGR2 antag: Drosophila LGR2 receptor signaling inhibition | AID 720647 | HEK293 LGR2, CRE-luciferase, bursicon-stimulated, 4 h | inhibition, % at 9.99 µM | hit rate 0.35% among 380,000;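 active = drop in luminescence signal, shown as inhibition above about 50% in the replicate tests, limit read from the data, passing the limit was not always enough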;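 note: agonist challenge used bursicon conditioned medium at about half maximal strength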
Casp6 inh: blocks human caspase-6 cleavage activity | P55212 | purified caspase-6, Z-VEID-R110 cleavage fluorescence | inhibition, % at 12.5 µM | hit rate 0.53% among 350,000;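 active = mean inhibition across replicates at least about 35%, with every replicate also reaching that limit, limit read from the data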;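 note: 0% = median of neutral control wells and 100% = no fluorescence left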
Target sequence (P55212 24-179 limits assumed): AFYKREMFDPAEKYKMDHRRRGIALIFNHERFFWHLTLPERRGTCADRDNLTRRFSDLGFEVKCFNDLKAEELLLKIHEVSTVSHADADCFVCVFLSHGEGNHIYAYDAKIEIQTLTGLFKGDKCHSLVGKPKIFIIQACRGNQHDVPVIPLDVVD
Target sequence (P55212 194-293 limits assumed): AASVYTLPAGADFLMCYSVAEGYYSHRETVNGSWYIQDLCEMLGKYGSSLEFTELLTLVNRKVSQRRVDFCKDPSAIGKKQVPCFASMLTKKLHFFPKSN
esBAF inh: SWI/SNF esBAF complex inhibition; mouse ES cells, Bmi1-luciferase knock-in reporter, 24 h; 100% = twice the neutral-well signal; reporter increase, % at 12.5 µM; hit rate 2% among 350,000; AID 602393; in the data active = activation above about 40%;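 note: 0% = median of the plate's neutral control wells and 100% = double that signal; a rise in the Bmi1 reporter signal indicates esBAF inhibition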
SIRT5 block: inhibitors of human sirtuin-5 desuccinylase | Purified SirT5, succinyl-peptide AMC, trypsin-coupled fluorescence | AID 652115 | Q9NXA8 | hit rate 1.1% among 330,000 | inhibition, % at 15 µM; in the data active = inhibition above about 15%
Target sequence (Q9NXA8 whole entry, looked up): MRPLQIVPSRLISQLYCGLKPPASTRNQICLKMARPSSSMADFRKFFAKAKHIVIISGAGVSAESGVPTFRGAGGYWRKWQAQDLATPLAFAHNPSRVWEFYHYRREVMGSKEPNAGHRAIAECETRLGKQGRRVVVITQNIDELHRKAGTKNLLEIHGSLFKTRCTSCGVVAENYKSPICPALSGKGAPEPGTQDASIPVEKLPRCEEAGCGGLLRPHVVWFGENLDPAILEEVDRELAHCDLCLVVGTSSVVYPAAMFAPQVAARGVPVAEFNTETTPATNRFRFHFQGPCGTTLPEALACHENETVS
S100A4 inh HTS: inhibitors of human S100A4 binding to myosin IIA peptide. P26447. S100A4/TAMRA-MyoIIA peptide fluorescence polarization. inhibition, % at 10.7 µM. hit rate 0.14% among 360,000;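 active = mean inhibition of at least 70% across replicates, with every replicate also reaching that level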
Target sequence (P26447 whole entry, looked up): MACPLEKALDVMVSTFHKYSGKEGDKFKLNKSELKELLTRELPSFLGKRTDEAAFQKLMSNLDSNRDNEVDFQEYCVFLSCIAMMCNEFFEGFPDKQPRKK
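Test system – S100A4 monomer (human) · Compound – single-point compound testing · Schedule – 5 min incubation before reading · Probe or stimulus – TAMRA-labelled myosin IIA heavy-chain peptide probe, 5 nM · Benchmarks – neutral control DMSO, positive control TFP · Medium – Calcium-containing HEPES buffer, pH 7.2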
FN deposit inh: fibronectin deposition inhibition; AH1F fibroblasts, Alexa488-fibronectin deposition fluorescence, overnight; inhibition, % at 12.6 µM; hit rate 0.086% among 350,000;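 active = mean inhibition across replicates of 30% or more, regardless of how many single replicates reach that level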;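 note: positive control wells lacked labelled fibronectin entirely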
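Test system: AH1F fibroblast monolayer depositing Alexa488-labelled fibronectin into matrix. Input: 10000 cells per well. Technique: fluorescence, ex 485 nm, em 525 nm. Buffer or medium: DMEM plus 2% serum, read in PBS. Timing: 1 h cell adhesion before compound, then overnight fibronectin incubation. Compound: single dose, pinned. Read-out basis: inhibition from reduced deposited-fibronectin fluorescence.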
Statin myotox sup: protects C2C12 myotubes from simvastatin toxicity | ATP luminescence, 48 h; scaled: DMSO 0, geranylgeraniol control 100 | rescue of ATP level, % at 7.49 µM | hit rate 0.78% among 330,000 | AID 602340;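 active = mean ATP rescue above about 67%, or every replicate alone reaching that limit, limit read from the data, passing the limit was not always enough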;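 note: myotubes were challenged with 10 µM simvastatin during compound exposure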
* marks the source's active call; other numbers are inactive results; . = no result given. An excerpt, so the mix of outcomes need not match the whole.

Abbreviations – A = LGR2 antag; B = Casp6 inh; C = esBAF inh; D = SIRT5 block; E = S100A4 inh HTS; F = FN deposit inh; G = Statin myotox sup
O=C(N/C(=C\c1ccc(F)cc1)C(=O)N1CCOCC1)c1ccccc1
  A: 30; B: -2; C: -2; D: 0; E: -14; F: -1; G: 0
O=c1nc(-c2ccccc2)cc(C(F)(F)F)[nH]1
  A: 8; B: .; C: -6; D: .; E: .; F: .; G: 2
CCCn1nc(C(=O)Nc2ccc3nc(C)sc3c2)c2ccccc2c1=O
  A: .; B: 1; C: .; D: -1; E: 5; F: 4; G: .
CNC[C@H]1Oc2ccc(NC(=O)NC(C)C)cc2C(=O)N([C@@H](C)CO)C[C@@H]1C
  A: -17; B: -1; C: -1; D: -3; E: 4; F: .; G: -6
CCC(=O)N1CCc2cc(Br)cc(S(=O)(=O)NCc3ccccc3OC)c21
  A: -1; B: 2; C: -3; D: -6; E: -1; F: 1; G: -6
Cc1ccc(NC(=O)C(OC(=O)c2ccc(NC(N)=O)cc2)c2ccccc2)cc1Cl (configuration not stated)
  A: 11; B: 5; C: .; D: -2; E: 1; F: 2; G: .
O=C(NC1CCCCC1)c1cc(C2CC2)nn1-c1ccccc1
  A: -2; B: 1; C: -4; D: 1; E: 0; F: -2; G: 1
O=C(N/N=C/c1cc([N+](=O)[O-])ccc1O)c1ccc(COc2ccc3c(c2)CCC3)o1
  A: -7; B: 6; C: -20; D: 0; E: 25; F: 1; G: 2
COc1ccc(OC)c(NC(=O)Nc2c(O)ccc3ccccc23)c1
  A: .; B: 2; C: 13; D: -4; E: -3; F: -1; G: 6
COc1ccc(N=C2CC(C)(C)CC(=O)/C2=C(/O)c2ccccc2)cc1
  A: 9; B: 1; C: .; D: .; E: -4; F: 2; G: .
CCCN(C)C[C@H]1OCCCC[C@@H](C)Oc2ccc(NS(=O)(=O)c3c(C)noc3C)cc2C(=O)N([C@@H](C)CO)C[C@H]1C
  A: 15; B: 3; C: .; D: 3; E: 1; F: .; G: .
CCC(=O)c1ccc(OCC(=O)OCC(=O)N(C)CC(=O)Nc2ccc(F)cc2)cc1
  A: -5; B: -1; C: -2; D: -8; E: 2; F: 0; G: -6
Cc1cc(CSc2nc(C)cc(=O)[nH]2)c2ncccc2c1
  A: 2; B: -1; C: .; D: -1; E: -5; F: 2; G: .
Cc1ccc(C)c(NC(=O)C2CCCN2C(=O)NC2CCCCC2)c1 (configuration not stated)
  A: -14; B: 1; C: .; D: .; E: -2; F: .; G: .
CC(C)CC1C(=O)N(Cc2cn(CC3CCCCC3)nn2)CCS(=O)(=O)N1Cc1ccc(-c2ccncc2)cc1 (configuration not stated)
  A: -14; B: 2; C: -2; D: -6; E: 8; F: 6; G: -10
COc1ccccc1NS(=O)(=O)c1cc2c3c(c1)CC(=O)N3CCC2
  A: 21; B: 4; C: 1; D: -2; E: -1; F: 1; G: 3
COc1ccc(-c2ccc([C@@H]3[C@H](CO)N4CCCCN(C(=O)NC(C)C)C[C@@H]34)cc2)cc1
  A: -17; B: -1; C: 0; D: 0; E: -1; F: .; G: -5
O=C(CCSc1ccccc1Cl)NNC(=O)c1ccncc1
  A: -8; B: 1; C: .; D: -1; E: -10; F: -3; G: .
CC(=O)c1cn(CC(=O)Nc2cccc(C)c2C)c2ccccc12
  A: 4; B: -3; C: 1; D: 22*; E: -1; F: 1; G: -6
COc1ccc2occ(C(=O)c3ccc(N)cc3)c2c1
  A: -100; B: 0; C: 4; D: -1; E: -13; F: 6; G: -18
O=C(Cn1ncc(Cl)c(Cl)c1=O)NCC1CCCCC1
  A: .; B: 0; C: .; D: -5; E: -4; F: 10; G: .
CC1CCCC(C)N1C(=O)CSc1nc(N)c(-c2ccccc2)c(=O)[nH]1 (configuration not stated)
  A: 6; B: 9; C: -6; D: -10; E: -3; F: .; G: 4
C/C(=N\OCC(=O)Nc1ccccc1C(=O)O)c1cccs1
  A: -8; B: 1; C: 31; D: 3; E: -9; F: -2; G: -21
CCn1ccnc1CN(C)Cc1c(C(=O)N2CCCCCCC2)nc2ccc(Cl)cn12
  A: -12; B: 1; C: 17; D: -4; E: 0; F: 5; G: 24
COc1cccc(NC(=O)C2CCN(C(=O)[C@@H]3Cc4ccccc4CN3)CC2)c1
  A: -25; B: 0; C: 19; D: -1; E: 1; F: 10; G: 14
C[C@H]1CCCCO[C@@H](CN(C)C(=O)Nc2cccc3ccccc23)[C@@H](C)CN([C@@H](C)CO)C(=O)c2cc(NS(C)(=O)=O)ccc2O1
  A: 16; B: -1; C: -1; D: 4; E: -7; F: .; G: .
c1ccc(CC2CCN(Cc3ccccn3)CC2)cc1
  A: -9; B: -2; C: .; D: -3; E: -3; F: -8; G: .
CN1C(=O)c2cc(NC(=O)C3CCC3)ccc2OC[C@@H]2O[C@@H](CC(=O)NCC3CCCCC3)CC[C@@H]21
  A: -3; B: -2; C: .; D: 8; E: 0; F: -12; G: .
CCOC(=O)c1c(C)[nH]c(C)c1S(=O)(=O)N(C)Cc1ccco1
  A: -4; B: 4; C: 2; D: 0; E: 3; F: 0; G: 8
Cn1c(SCc2nc3ccccc3[nH]2)nnc1-c1cccs1
  A: 8; B: 1; C: 5; D: -3; E: 3; F: .; G: 16
COc1cccc(NC(=O)N[C@@H]2C=C[C@@H](CC(=O)NCc3ccccn3)O[C@H]2CO)c1
  A: 2; B: -1; C: 1; D: 2; E: 5; F: .; G: 2
C[C@@H]1CCCCO[C@@H](CN(C)Cc2ccccc2)[C@@H](C)CN([C@@H](C)CO)C(=O)c2cc(NC(=O)c3ccccc3)ccc2O1
  A: 9; B: .; C: 0; D: .; E: .; F: 9; G: .
CO[C@@H]1CN(C)C(=O)c2cc(NC(=O)C3CCC3)ccc2OC[C@@H](C)N(CC2CCCCC2)C[C@@H]1C
  A: 13; B: -1; C: -2; D: -7; E: 8; F: 7; G: -2
O=C([C@H]1[C@H](CO)[C@H]2Cn3c(ccc(-c4ccccc4F)c3=O)[C@@H]1N2C(=O)C1CC1)N1CCCCC1
  A: 18; B: 1; C: 6; D: -16; E: 12; F: .; G: -7
O=S(=O)(Cc1ccccc1)NCC[C@H]1CC[C@@H](NS(=O)(=O)c2ccc(F)cc2)[C@@H](CO)O1
  A: 8; B: 1; C: 9; D: -5; E: -12; F: 13; G: -4
Cc1ccc(NC(=O)Cn2nnc3ccccc32)c(C)c1
  A: -23; B: -3; C: .; D: 1; E: 2; F: 10; G: .
CCn1c(C2CCN(S(=O)(=O)c3ccc(OC)cc3)CC2)n[nH]c1=S
  A: -6; B: 4; C: 1; D: 2; E: 34; F: 7; G: -10
C=CCN1C=C2C(=O)C(C)(OC(=O)CC)C(=O)C=C2C=C1CCCC (configuration not stated)
  A: 1; B: 3; C: -4; D: .; E: 5; F: 0; G: 3
NC1CCN(c2c(F)cc3c(=O)c(C(=O)O)cn(C4CC4)c3c2Cl)C1 (configuration not stated)
  A: 2; B: -2; C: 1; D: 0; E: -3; F: 8; G: 10
O=C(Nc1ccc(F)cc1)N[C@H]1C=C[C@@H](CC(=O)N2CCOCC2)O[C@@H]1CO
  A: 6; B: 3; C: -5; D: 7; E: 69; F: -5; G: 0
CCc1ccc(/C=N/NC(=O)c2nnn(-c3nonc3N)c2CN2CCc3ccccc32)cc1
  A: 8; B: -2; C: 6; D: 1; E: -2; F: -4; G: 6
CCCCCC(=O)OCCc1c(C)nc2nc[nH]n2c1=O
  A: 15; B: -1; C: -7; D: -5; E: -5; F: 8; G: -4
OC[C@@H]1CN(Cc2cccnc2)C[C@H](n2cnc3c(N4CCN(c5ccccc5)CC4)ncnc32)O1
  A: 18; B: 0; C: -6; D: .; E: 5; F: -18; G: 9
O=c1c(=NNc2ccccc2Cl)c(=O)c2ccccc12
  A: 16; B: 0; C: -14; D: 1; E: 4; F: .; G: 63
CN(C)S(=O)(=O)c1cc(C(=O)NCCCn2ccc3ccccc32)ccc1Cl
  A: .; B: .; C: -9; D: .; E: .; F: 3; G: -1
O=C(NC1CCCCC1)C1CCN(C(=O)c2ccc(-c3ccccc3)cc2)CC1
  A: 2; B: -1; C: 0; D: -1; E: 4; F: 7; G: -10
CC(C)NC(=O)N(C)C[C@H]1OCCCC[C@H](C)Oc2ccc(NC(=O)c3ccncc3)cc2C(=O)N([C@H](C)CO)C[C@@H]1C
  A: 13; B: 0; C: -4; D: 3; E: -32; F: -9; G: -28
O=C(/C=C/c1ccc(OC(F)F)cc1)Nc1cccc(S(=O)(=O)NC2=NCCCCC2)c1
  A: -10; B: 4; C: 54*; D: 2; E: -4; F: .; G: -27
COc1ccc(OCCCC(=O)Nc2nccs2)cc1
  A: .; B: -8; C: 5; D: -2; E: -7; F: -4; G: -6
CCCCCOC(=O)c1c(N)n(CCOC)c2nc3ccccc3nc12
  A: .; B: .; C: -11; D: .; E: .; F: 13; G: -97
O=C(Nc1ccc(F)cc1)N1CC(=O)N2[C@H](C1)[C@@H](c1ccc(C#Cc3cccnc3)cc1)[C@@H]2CO
  A: 16; B: 1; C: .; D: 3; E: 13; F: 9; G: .
CSc1ccccc1OCc1cc(C(=O)N(C)C(C)c2ccccn2)no1 (configuration not stated)
  A: 1; B: 4; C: 0; D: -1; E: 1; F: .; G: -12
CC1(C)CC(=O)c2c(O)cc(OCC(=O)Nc3ccc(CCO)cc3)cc2O1
  A: -9; B: -2; C: 11; D: .; E: 4; F: .; G: -12
CN1[C@@H]2c3ccc(C4=CCCC4)c(=O)n3C[C@H]1[C@H](CO)[C@H]2C(=O)N1CCCCC1
  A: -4; B: -3; C: -4; D: -4; E: -7; F: .; G: 4
O=C(N[C@@H]1CC[C@@H](CC(=O)N2CCOCC2)O[C@@H]1CO)c1ccccn1
  A: 1; B: 3; C: -2; D: -1; E: -4; F: .; G: 15
CCN1C[C@@H]2[C@@H]3C(=O)N(Cc4ccccc4)C(=O)[C@@H]3[C@](CC)(C1=O)N2C(=O)c1ccc(Cl)cc1
  A: -3; B: .; C: .; D: .; E: 13; F: -4; G: .
C[C@H]1CN([C@@H](C)CO)C(=O)c2cc(-c3ccccc3)cnc2O[C@@H]1CN(C)C(=O)Nc1ccccc1
  A: -3; B: -1; C: -5; D: 1; E: -1; F: .; G: 34
CCc1cccc(CC)c1NC(=S)NCc1ccc2[nH]c(C)cc2c1
  A: 4; B: -3; C: 18; D: 0; E: 1; F: -7; G: 3
Cc1noc(C)c1S(=O)(=O)Nc1ccc2c(c1)CC(=O)N([C@H](C)CO)C[C@H](C)[C@H](CN(C)C(=O)NC1CCCCC1)O2
  A: 7; B: -2; C: -3; D: -1; E: 0; F: .; G: 0

A stretch taken from the entries so far:
Abbreviations – A = LGR2 antag; B = Casp6 inh; C = esBAF inh; D = SIRT5 block; E = S100A4 inh HTS; F = FN deposit inh; G = Statin myotox sup
O=C(/C=C/c1ccc(OC(F)F)cc1)Nc1cccc(S(=O)(=O)NC2=NCCCCC2)c1
  A: -10; B: 4; C: 54*; D: 2; E: -4; F: .; G: -27
COc1ccc(OCCCC(=O)Nc2nccs2)cc1
  A: .; B: -8; C: 5; D: -2; E: -7; F: -4; G: -6
CCCCCOC(=O)c1c(N)n(CCOC)c2nc3ccccc3nc12
  A: .; B: .; C: -11; D: .; E: .; F: 13; G: -97
O=C(Nc1ccc(F)cc1)N1CC(=O)N2[C@H](C1)[C@@H](c1ccc(C#Cc3cccnc3)cc1)[C@@H]2CO
  A: 16; B: 1; C: .; D: 3; E: 13; F: 9; G: .
CSc1ccccc1OCc1cc(C(=O)N(C)C(C)c2ccccn2)no1 (configuration not stated)
  A: 1; B: 4; C: 0; D: -1; E: 1; F: .; G: -12
CC1(C)CC(=O)c2c(O)cc(OCC(=O)Nc3ccc(CCO)cc3)cc2O1
  A: -9; B: -2; C: 11; D: .; E: 4; F: .; G: -12
CN1[C@@H]2c3ccc(C4=CCCC4)c(=O)n3C[C@H]1[C@H](CO)[C@H]2C(=O)N1CCCCC1
  A: -4; B: -3; C: -4; D: -4; E: -7; F: .; G: 4
